T cell modulator: T cell immune modulators affecting CD8 T cell-vesicle binding | 2C CD8+ T cell-vesicle binding, flow cytometry; active compounds read low | calls only at 7 µM | 330,000 compounds, 0.068% hits | AID 2052;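 active = response, share of CD8 T cells binding vesicles, and their 90th percentile fluorescence all below set limits, cut at about 80% in these data, passing the limit was not always enough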
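material = purified 2C TCR transgenic mouse naive CD8+ T cells | controls = Unloaded micro-vesicles (low), QL9 vesicles with 0.7% DMSO (high) | detection = cytometric PE anti-B7-1 and Alexa647 anti-CD8 signals after 1% paraformaldehyde fixation | incubation = binding step 1.5 h, 37 °C, antibody labelling 20 min, ice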
Salmonella PhoP GFP: PhoP-dependent GFP reporter repression – Salmonella Typhimurium, primary screen (AID 1863); inhibition, % at 50 µM, or IC50 in µM where a hit was titrated; 300,000 compounds, 0.16% hits; S. Typhimurium PhoP-regulated promoter GFP reporter, 4 h; higher % means a stronger effect;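 active = inhibition over 29.93%, a cutoff 3 SD above the screen mean, later confirmed by dose response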;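 also: 0% = low Mg2+ inducing control and 100% = high Mg2+ repressing control; strong numbers were not always called active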
b-catenin transl: beta-catenin nuclear translocation modulation; HeLa beta-catenin nuclear translocation, immunofluorescence imaging; nuclear translocation activity, % at 5 µM; 190,000 compounds, 0.3% hits; AID 1665;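 active = nuclear translocation activity above 50% at 5 µM, with a well cell count of 50 or more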;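 also: per-cell ratio of nuclear to cytoplasmic median beta-catenin stain intensity; plate controls were DMSO negative control for no effect and GSK-3 inhibitor IX positive control for full effect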
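assay system = human HeLa cells, endogenous beta-catenin | times = compound treatment 24 h, 37°C, 5% CO2 | detection = Anti-beta-catenin immunofluorescence on PFA-fixed, Triton-permeabilized cells, DAPI nuclei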
MT stabilizer: microtubule stabilization, imaging screen | 200,000 compounds, 0.83% hits | AID 2205 | HeLa tubulin immunostaining HCS, 24 h; share of cells brighter than vehicle mean+2SD | % tubulin-high responders, % at 10 µM;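 active = plate Z-score above 3 for both tubulin-high and condensed-nucleus cell shares, with cell loss under 80%, at 10 µM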;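 also: anti alpha tubulin signal scored within the nucleus-defined area of each cell; some results filed as inactive read as strong as hits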
Ins promoter up: MIN6 insulin promoter up-regulation; z-score at 5 µM; MIN6 insulin promoter-GFP reporter, high-content imaging; active compounds read high; 190,000 compounds, 0.3% hits; AID 1625;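 active = z-score above 3 at 5 µM with at least 500 cells counted in the well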
Dynein cargo inh: blocks dynein driven cargo transport along microtubules. 3617.4 mouse cells, GR-EGFP nuclear translocation imaging; test concentration mostly 20 µM; stimulated with dexamethasone, 1 µM; active compounds read low. z-score, hits read low. 220,000 compounds, 0.47% hits;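 active = plate z-score of nuclear minus cytoplasmic receptor signal below a set negative limit, without overly bright fluorescence or cell loss, cut at about -3.5 in these data, passing the limit was not always enough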;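 also: z-score of nuclear minus cytoplasmic ring GR-EGFP intensity difference per well; some compounds called inactive have numbers as strong as hits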
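Medium: Induction medium lacking tetracycline, stripped serum | Probe or stimulus: 1.0 µM final dexamethasone stimulus | Schedule: 48 h induction, then 1 h compound, then 30 min agonist, 37 °C | Signal: Automated 10x imaging of fixed Hoechst-stained cells | Evaluation: Per-cell GR-EGFP intensity, nucleus versus surrounding cytoplasmic ring, well-averaged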
Autophagy mod: autophagy modulation, high-content screen; MEF GFP-LC3 puncta imaging; test concentration mostly 10 µM; calls only at 10 µM (by protocol); 190,000 compounds, 0.98% hits; AID 463193;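 active = percentage of spot-positive cells more than 3 SD above its plate mean, without a fluorescence outlier flag or 80% toxicity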;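 also: spot-positive cell cutoff set from DMSO-treated cells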
Lipid droplet: hepatic lipid droplet formation modulation | AML12 mouse hepatocytes, oleate lipid droplets, BODIPY imaging | inhibition, % at 6.5 µM | 240,000 compounds, 0.4% hits;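 active = lipid droplet intensity inhibited by at least 50%, with more than 500 cells counted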
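Technique: fluorescence imaging, 20x objective, two fields per well / Assay system: AML12 hepatocytes (mouse) / Measure: % inhibition of lipid droplet signal / Doses: 6.5 µM single-point dosing / Incubation: overnight exposure / Reagent: 100 µM oleic acid challenge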
ER stress rescue: rescue of cells from ER stress-induced death, primary screen, 384-well, CSM14.1, thapsigargin, ATP luminescence (AID 1222); CSM14.1 thapsigargin-induced death rescue, ATP luminescence; higher % means a stronger effect; cellular ATP content (survival), % at 20 µM, or EC50 in µM where a hit was titrated; 190,000 tested, under 10 active;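 active = EC50 below 50 µM in the dose-response confirmation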;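 also: death triggered by thapsigargin at about 15 µM added after 2 h compound pretreatment; cell ATP read after overnight thapsigargin exposure of roughly 18 to 22 hours; normalized against plate controls of thapsigargin alone and 5% DMSO vehicle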
Dynein cargo inh cytoplasmic EGFP: recorded beside Dynein cargo inh, whose call it bears; z-score; measured here: cytoplasmic GR-EGFP intensity; active compounds read high
Dynein cargo inh nuclear GR-EGFP: further read-out of Dynein cargo inh, marked with its call; z-score; measured here: nuclear GR-EGFP intensity;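 lower value marks the stronger effect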
Dynein cargo inh cell count: also measured in Dynein cargo inh; calls as there; z-score; measured here: cell count per field
Ins promoter up cell count: recorded beside Ins promoter up, whose call it bears; cell count; measured here: cytotoxicity, nuclei count;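 total cells summed across four imaged fields per well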
Lipid droplet cells 6.5 µM: recorded beside Lipid droplet, whose call it bears; cell count; measured here: cell count, cytotoxicity flag;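 cells counted across two imaged fields per well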
b-catenin transl cell count 5 µM: also measured in b-catenin transl; calls as there; cell count; measured here: cell count, cytotoxicity flag
T cell modulator vesicle-bound %: recorded beside T cell modulator, whose call it bears; double positive events, %; measured here: CD8+ vesicle-bound cell fraction;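 binding gate set so that unloaded-vesicle control wells show 10% double positive cells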
MT stabilizer Hoechst-high %: also measured in MT stabilizer; calls as there; % Hoechst-high responders; measured here: nuclear condensation Hoechst responders;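 share of cells brighter than vehicle mean plus two SD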
MT stabilizer cytotoxicity %: further read-out of MT stabilizer, marked with its call; toxicity, %; measured here: cytotoxicity by cell density;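 0% = mean cell density of plate MIN control wells and 100% = no cells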
Autophagy mod cell loss 18 h: also measured in Autophagy mod; calls as there; toxicity, %; measured here: cell loss, nuclei count;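 cell loss after 18 h compound exposure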
* marks the source's active call; other numbers are inactive results; i = inactive; · = not tested or not shown; + = active, no number. Not a hit list; any-hit rate near 3%.

SMILES | T cell modulator | T cell modulator vesicle-bound % | Salmonella PhoP GFP | b-catenin transl | b-catenin transl cell count 5 µM | MT stabilizer | MT stabilizer Hoechst-high % | MT stabilizer cytotoxicity % | Ins promoter up | Ins promoter up cell count | Dynein cargo inh | Dynein cargo inh cytoplasmic EGFP | Dynein cargo inh nuclear GR-EGFP | Dynein cargo inh cell count | Autophagy mod | Autophagy mod cell loss 18 h | Lipid droplet | Lipid droplet cells 6.5 µM | ER stress rescue
COc1cc(C(=O)Nc2ccc(NC(C)=O)cc2)ccc1OCc1ccccc1 | i | 33.0 | 0.4% | -0.6 | 1088 | 2.2 | 2.4 | 4.6 | -0.08 | 1303 | 1.04 | 0.904 | 0.043 | 0.634 | i | 33.4 | 3.0 | 723 | -0.3%
O=C(O)/C=C/c1ccc([N+](=O)[O-])o1 | i | 56.0 | 23.2% | -0.1 | 1124 | 3.9 | 0.7 | 3.2 | -0.22 | 1311 | -0.542 | -0.364 | -0.541 | 0.525 | i | 7.5 | -4.7 | 596 | -0.2%
Cc1csc2ncc(C(=O)N3CCCc4ccccc43)c(=O)n12 | i | 36.8 | 6.9% | -1.3 | 1167 | 6.2 | 1.9 | 0.9 | -1.03 | 1676 | -0.608 | -0.144 | -0.0703 | -0.245 | i | -9.3 | -8.3 | 663 | -0.9%
CCn1ncc(CNC(=O)c2cccc([N+](=O)[O-])c2)c1C | i | 49.3 | -11.3% | 1.4 | 1056 | 3.0 | 3.3 | 6.6 | -0.24 | 1353 | 0.661 | -0.212 | 0.607 | -0.381 | i | 9.0 | 28.9 | 704 | -0.2%
CC(C)(C)NC(=O)Cn1c(Cl)nc2ccccc21 | i | 31.8 | -4.7% | 0.1 | 1517 | 3.3 | 1.9 | 8.6 | 0.47 | 1308 | -0.306 | -0.318 | -0.216 | 0.15 | i | -1.3 | 2.9 | 664 | 3.6%
Cc1ccccc1-n1nc(C(=O)c2cccs2)cc(-c2nc3ccccc3[nH]2)c1=N | i | 55.5 | 0.8% | -1.5 | 1252 | 3.2 | 2.3 | 1.4 | -0.31 | 867 | 1.03 | -0.197 | 0.834 | -0.725 | + | 19.3* | -1.5 | 751 | 6.3%
O=C(CN1CCc2ccccc21)NCc1ccc2c(c1)OCO2 | i | 45.6 | -8.2% | -1.4 | 1136 | 4.5 | 1.9 | 5.4 | 0.07 | 1424 | -0.198 | -0.262 | -0.261 | 0.153 | i | 8.2 | -3.7 | 486 | 0.2%
NC(=S)N/N=C\c1ccc(-c2cccc(Cl)c2Cl)o1 | i | 38.1 | 6.7% | · | · | 1.3 | 0.7 | 8.5 | 0.98 | 1050 | 0.855 | -0.0936 | 0.583 | -0.481 | i | -11.0 | 3.1 | 781 | -1.9%
O=C(Nc1ncc(Cc2ccc(SC(F)F)cc2)s1)c1ccccc1 | i | 26.4 | 21.7% | 1.8 | 1311 | 33.6* | 52.3* | 36.2* | -0.37 | 962 | -0.14 | -0.144 | -0.059 | 0.162 | i | -4.7 | · | · | -1.6%
O=C(NCc1ccco1)Nc1cccs1 | i | 8.0 | -4.1% | 0.2 | 1316 | 3.2 | 2.6 | 7.0 | 0.8 | 1340 | 0.616 | -0.153 | 0.419 | -0.941 | i | 30.0 | · | · | 6.1%
Cc1cc(NCc2ccccn2)n2ncc(-c3ccccc3)c2n1 | i | 37.5 | -9.6% | -2.8 | 1213 | · | · | · | -2.04 | 1075 | -0.634 | -0.296 | -0.394 | 0.766 | · | · | -2.8 | 648 | ·
Cc1ccc(OC(=O)C2c3ccccc3Oc3ccccc32)cc1C | i | 53.5 | 6.7% | -0.3 | 1122 | 1.9 | 1.9 | 5.1 | -0.01 | 1462 | -0.268 | -0.0641 | -0.123 | 1.01 | i | 7.5 | 8.0 | 519 | -2.3%
Cc1sc2nc(CN3CCOCC3)[nH]c(=S)c2c1C | i | 23.7 | -4.1% | 1.5 | 1024 | 2.9 | 3.0 | 10.0 | 0.64 | 1223 | 0.242 | 0.116 | 0.114 | 0.0689 | i | 11.8 | 4.0 | 666 | 20.3%
Cc1noc(C)c1C(=O)OCC(=O)N(C)C1CCS(=O)(=O)C1 (stereo unspecified) | i | 14.2 | 5.6% | -1.3 | 1065 | 1.3 | 1.4 | 11.6 | 0.14 | 1382 | 1.15 | -0.302 | 0.77 | -0.431 | i | 19.0 | 16.6 | 721 | -0.8%
Cc1onc(-c2ccccc2Cl)c1C(=O)OCC(=O)c1c(N)n(C)c(=O)n(C)c1=O | i | 55.4 | 4.0% | -1.9 | 1176 | 3.9 | 2.2 | 5.4 | -0.68 | 1360 | -0.117 | -0.345 | 0.196 | 0.436 | i | -3.4 | 26.7 | 694 | 2.8%
COc1ccccc1NC(=S)N(Cc1ccccc1)Cc1cccnc1 | i | 38.6 | 3.5% | · | · | 4.4 | 1.5 | 3.2 | -0.51 | 1312 | 1.36 | -0.28 | 0.863 | -0.105 | i | -0.2 | 2.0 | 744 | -1.4%
CCCNC(=O)c1c(NC(=O)C2COc3ccccc3O2)sc2c1CCCC2 (stereo unspecified) | i | 39.5 | -7.9% | -1.4 | 1174 | 8.7 | 6.4 | 0.7 | 0.17 | 1296 | 2.28 | -0.144 | 1.27 | -1.28 | i | 34.8 | 23.9 | 786 | 1.1%
CCOc1ccccc1N(CC(=O)O)S(=O)(=O)c1ccc(C)cc1 | i | 17.0 | -7.1% | · | · | 3.2 | 1.4 | 5.4 | 0.59 | 1393 | -0.486 | -0.265 | -0.492 | 0.207 | i | 24.5 | -1.5 | 715 | -0.3%
N#C/C(=N\Nc1cccc([N+](=O)[O-])c1)C(=O)c1ccc(Br)cc1 | i | 21.4 | -5.9% | -2.2 | 1026 | 5.6 | 3.0 | 2.8 | -1.41 | 1379 | 0.23 | -0.32 | 0.61 | 0.377 | i | -0.6 | -26.3 | 712 | -2.5%
O=C(NCc1ccccc1F)c1ccc2c(c1)OCO2 | i | 39.3 | -0.2% | · | · | 0.8 | 0.8 | 2.0 | 0.56 | 902 | -0.697 | 0.148 | -0.293 | 0.682 | i | -0.5 | 18.3 | 786 | -0.8%
O=C(NCc1nc(-c2ccc(C(F)(F)F)cc2)no1)Nc1cc(Cl)cc(Cl)c1 | i | 15.6 | -2.0% | -0.4 | 1244 | · | · | · | -1.1 | 997 | -1.55 | -0.00172 | -0.338 | 0.901 | · | · | -5.1 | 740 | ·
COc1ccccc1OCc1ccc(C(=O)Nc2ccc(Cl)cn2)o1 | i | 56.5 | -0.1% | 2.5 | 867 | 1.4 | 1.8 | 9.6 | 0.98 | 1497 | 0.134 | -0.0175 | 0.14 | 0.506 | i | 8.5 | -3.3 | 754 | 0.1%
Cc1nc2ncnn2c(C)c1CCC(=O)N1CC(C)CC(C)C1 (stereo unspecified) | i | 39.7 | 10.7% | · | · | 1.6 | 1.3 | 12.9 | -0.59 | 911 | 0.246 | -0.289 | -0.0378 | 0.317 | i | -3.1 | -0.6 | 688 | -0.1%
CC(C)(C)C(=O)CCN1C(=O)C2(OCCO2)c2ccccc21 | i | 55.1 | 9.4% | · | · | 2.8 | 2.7 | 11.8 | 0.54 | 1162 | -0.435 | -0.248 | 0.0117 | 0.471 | i | 1.1 | 1.5 | 731 | -2.0%
COc1ccc(NC(=S)NCC2CCCO2)c(OC)c1 (stereo unspecified) | i | 17.6 | -0.1% | -1.7 | 1085 | 3.4 | 1.7 | 8.0 | 0.2 | 2110 | 0.442 | -0.193 | -0.0799 | -0.249 | i | 24.7 | 0.1 | 693 | -2.7%
CC1(C)CC2(CC(c3ccccc3F)c3cc(Cl)c(O)cc3O2)NC(=S)N1 (stereo unspecified) | i | 37.2 | -6.2% | -1.1 | 1139 | 2.2 | 1.9 | 13.3 | · | · | 0.0363 | -0.294 | 0.0534 | 0.721 | i | 3.4 | 8.0 | 715 | -0.9%
CCC(=O)Nc1c(OC(=O)CC)ccc2c(C)cc(=O)oc12 | i | 29.3 | -7.4% | -1.8 | 1066 | 5.9 | 2.4 | 2.3 | 0.01 | 1194 | 0.0923 | -0.219 | 0.236 | -0.41 | i | 11.5 | -1.1 | 748 | -1.5%
O=C(O)Cn1c2c(c3ccccc31)CCCC2 | i | 15.6 | -4.1% | -7.5 | 968 | 4.6 | 2.8 | 4.4 | 1.42 | 1351 | -0.575 | -0.302 | 0.359 | 0.199 | i | -4.7 | · | · | -0.6%
CN(C)S(=O)(=O)c1ccc(NC(=O)COC(=O)c2n[nH]c3ccccc23)cc1 | i | 12.9 | 0.5% | 1.4 | 1417 | 3.1 | 1.6 | 8.3 | -1.01 | 1424 | 0.703 | -0.198 | -0.71 | 0.0641 | i | 3.1 | · | · | 0.1%

Some values from the entries so far.
Cc1csc2ncc(C(=O)N3CCCc4ccccc43)c(=O)n12 in b-catenin transl = -1.3
CCn1ncc(CNC(=O)c2cccc([N+](=O)[O-])c2)c1C in MT stabilizer = 3.0

Screens as filed in PubChem BioAssay.
